Compound activity (PubChem)
ROC1-CUL1 inh = inhibitors of human ROC1-CUL1 ubiquitin ligase activity. inhibition, % at 10 µM. AID 1347404. P62877+Q13616. actives 0.6% (n = 140,000). in vitro K48 di-Ub FRET, acceptor:donor ratio, 45 min; in the data active = inhibition above about 25%
Target sequence (P62877 whole entry, looked up): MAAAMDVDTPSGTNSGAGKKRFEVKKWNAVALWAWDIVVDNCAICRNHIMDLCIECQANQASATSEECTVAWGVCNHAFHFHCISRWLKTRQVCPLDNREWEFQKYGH
Target sequence (Q13616 whole entry, looked up): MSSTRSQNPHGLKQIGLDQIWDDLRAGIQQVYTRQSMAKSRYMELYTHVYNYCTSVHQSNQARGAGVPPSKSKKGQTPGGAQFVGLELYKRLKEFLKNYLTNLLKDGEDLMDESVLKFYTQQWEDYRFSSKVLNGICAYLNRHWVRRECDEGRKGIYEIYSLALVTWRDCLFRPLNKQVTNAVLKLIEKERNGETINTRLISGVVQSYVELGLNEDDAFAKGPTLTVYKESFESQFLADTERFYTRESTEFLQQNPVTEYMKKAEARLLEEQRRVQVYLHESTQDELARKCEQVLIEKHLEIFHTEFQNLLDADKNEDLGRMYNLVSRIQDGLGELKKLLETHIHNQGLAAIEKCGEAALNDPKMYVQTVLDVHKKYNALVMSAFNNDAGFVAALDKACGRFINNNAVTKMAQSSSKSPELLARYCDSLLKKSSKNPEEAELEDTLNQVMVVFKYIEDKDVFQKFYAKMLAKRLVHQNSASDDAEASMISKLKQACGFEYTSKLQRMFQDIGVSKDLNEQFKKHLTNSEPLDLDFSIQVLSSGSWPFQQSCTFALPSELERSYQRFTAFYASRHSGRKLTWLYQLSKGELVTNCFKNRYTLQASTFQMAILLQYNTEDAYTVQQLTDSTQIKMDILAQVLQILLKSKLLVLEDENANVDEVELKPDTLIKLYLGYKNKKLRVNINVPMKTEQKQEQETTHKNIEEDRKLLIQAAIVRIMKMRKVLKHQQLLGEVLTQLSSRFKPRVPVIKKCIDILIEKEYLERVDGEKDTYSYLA
* marks the source's active call; other numbers are inactive results; & = joins results of further samples.

SMILES	ROC1-CUL1 inh
Cc1cc2c3c(c1C)C(=O)C(=O)N3C(C)(C)CC2C (configuration not stated)	8
COc1cccc(C(=O)n2c(SC)nc3cc4c(cc32)OCCO4)c1	10
CCOC(=O)C(C)Sc1nc(-c2ccccc2Cl)cc(-c2ccccc2)c1C#N (configuration not stated)	-2
Cc1ccccc1C(Nc1ccccc1)=S=O	1
S=c1ccsc(-c2ccccc2)c1	-6
CN(C)c1ccc2c3c(cccc13)C(=O)N(CCO)C2=O	1
O=C(CSc1ncc(S(=O)(=O)c2ccc(Br)cc2)c(=O)[nH]1)NCc1ccccc1Cl	13
CCNC(=O)c1cn(CCc2ccccc2)cc(C(=O)N(C)Cc2cccs2)c1=O	0
Cc1c(N2C(=O)CS/C2=N\N=C\c2ccc(N(C)C)cc2)c(=O)n(-c2ccccc2)n1C	10
COc1cccc(-c2ccc3c(N)c(C(=O)NCc4cccc(C(F)(F)F)c4)sc3n2)c1	3
Cn1c(-c2ccc(F)cc2)n[nH]c1=S	-5
COc1ccc(OC)c(/C=C/c2sc3ccccc3[n+]2C)c1	-4
Cc1cc(=O)oc2cc(OCC(=O)Nc3nnc(C(C)C)s3)ccc12	-9
O=S(=O)(Nc1ccc(Br)cc1F)c1ccc2nc(-c3ccccc3)[nH]c2c1	-4
O=C(c1cccs1)c1cn(CCOc2ccccc2F)c2ccccc12	5
COCC(C)NC(=O)Cc1c2c(n(CC(C)C)c1C)CC(C)(C)CC2=O (configuration not stated)	-1
COc1ccnc(CSC(N)=Nc2cccc(Cl)c2)c1	-10
CC1CN(C(=O)c2cn(Cc3cccc(Cl)c3)nn2)CCN1C (configuration not stated)	-1
Cc1ccc(C2CC(c3ccc(Cl)cc3)=Nc3nc(NS(=O)(=O)c4ccccc4)nn32)cc1 (configuration not stated)	6
Cc1ccccc1-n1nc(CO)c(C(=O)NCc2cccs2)n1	1
COC1=C(C(=O)c2ccccc2)C(c2ccc(Cl)cc2)OC1=O (configuration not stated)	0
COC(=O)c1c(-c2ccc3ccccc3c2)csc1NC(=O)c1cccs1	14
Cc1ccc(NC(=O)/C(C#N)=C\c2ccc(N(C)C)cc2)cc1C	11
O=C1c2ccccc2C(=O)N1CC(=O)N1CCCc2ccccc21	-7
O=C(Nc1ccc(-c2nc3ccccc3o2)cc1)C1CCCN1Cc1ccccn1 (configuration not stated)	9
CC(C)CN1CC(=NC(=O)NCc2ccccc2)c2ccccc2C1=O	-5
Cc1cc(N/N=C/c2ccc(N(C)C)cc2)nc(NCc2ccccc2)n1	-2
Cc1cccn2c(=O)c3cc(S(=O)(=O)c4ccccc4)c(=N)n(C4CCCCC4)c3nc12	6
O=C(/C=C/c1ccccc1)N1CC[C@@H](N2CCN(CCc3ccccc3)CC2)[C@H](O)C1	-2
CCOc1ccc2ncc3c(-c4cccc(OC)c4)nn(-c4ccccc4)c3c2c1	1
CC(=O)Nc1cc(S(=O)(=O)Nc2cccc(C(=O)O)c2)c(C)cc1C	13
Cc1ccc(NC(=O)C2CC=CCC2C(=O)O)c(C)c1 (configuration not stated)	-3
COc1ccccc1NC(=O)c1ccc(CN2CCCCC2)cc1	14
Cc1cc(Cl)c(S(N)(=O)=O)cc1OCC(N)=O	3
CC(=O)c1ccc(NC(=O)CSc2nnc(Cc3ccccc3)n2C)cc1	2
CCN(CC)c1ccc(N=Cc2ccc3ccccc3c2)cc1	-7
Cc1ccc2nc(CNc3nncc(-c4ccc5c(c4)OCO5)n3)cn2c1	-2
NC(=O)CSc1n[nH]c(=O)[nH]c1=O	2
CC1=C(C(=O)OC(C)C)C(c2ccc(F)cc2)N2C(=O)CCSC2=N1 (configuration not stated)	1
CCN1C(=O)CC2Sc3ccccc3N=C21 (configuration not stated)	-6
CCCc1cc(=O)oc2cc(OC)c(C(=O)CC)cc12	-7
Cc1oc(-c2ccccc2F)nc1CN1CCC(C(=O)NCCc2ccccc2)CC1	-5
COC(=O)c1cc(NC(=O)C2CCCN(S(=O)(=O)c3c(C)n[nH]c3C)C2)cc(C(=O)OC)c1 (configuration not stated)	-3
Cc1ccc2nc(/C(C#N)=C/c3coc4ccccc4c3=O)[nH]c2c1	26*
Cc1ccccc1Oc1ncccc1CNS(=O)(=O)N(C)C	5
CCOC(=O)CCN(Cc1ccccc1)S(=O)(=O)c1csc(C(N)=O)c1	0
COc1cc(CN2CCN=C2C[N+](=O)[O-])cc(OC)c1OC	6
CCc1ccc2c(c1)[C@H]1OCC[C@H]1[C@@H](c1cccs1)N2	-2
COc1ccc2[nH]cc(CCN=C(NC(=O)c3ccccc3C)Nc3nc(C)cc(C)n3)c2c1	-21
O=C(CN1CCN(C(c2ccccc2)c2ccccc2)CC1)Nc1ccc(F)cc1F	9
CC(Sc1nc(-c2ccccc2)cc(C(F)(F)F)n1)C(=O)Nc1ccc(Cl)c(Cl)c1 (configuration not stated)	-8
Cc1cccc(N(CC(=O)NCCSCc2ccc(Cl)cc2)S(C)(=O)=O)c1C	-3
CCOc1ccc(S(=O)(=O)N(CC(=O)Nc2ccc3c(c2)OCO3)c2ccc(C)cc2)cc1	1
COc1cccc(C(=O)Oc2ccc3c(C)cc(=O)oc3c2)c1OC	6
COc1cc(Nc2nc(-c3ccccc3)c3cc(Cl)ccc3n2)cc(OC)c1OC	6
O=C(O)CN1CC2([N+](=O)[O-])C=C(C(=O)O)CC([N+](=O)[O-])(C1)C2 (configuration not stated)	-7
COc1cc(N2CCCC2)c(OC)cc1/C=C1\SC(=Nc2cc(Cl)ccc2C)NC1=O	-2
O=C(Cc1c(F)cccc1Cl)Nc1nnc(C(F)(F)F)s1	-6
Cc1ccc(-n2nc(C(=O)N(C)Cc3ccccc3)c3c4ccccc4n(C)c3c2=O)cc1	-4
Nc1nc(N)c2[nH]c(=O)cnc2n1	1

Going on with the list.
SMILES	ROC1-CUL1 inh
Cc1ccc(CCNC(=O)NCc2noc3ccccc23)cc1	-1
O=C1C2C(C(=O)N1/N=C/c1cccc(I)c1)C1C=CC2C12CC2 (configuration not stated)	-7
NS(=O)(=O)c1ccc2nc(NC(=O)COc3ccc(Cl)cc3Cl)sc2c1	4
CCCN1C(=O)C(C(=O)NNC(=O)c2ccc(Br)cc2)C(=O)c2ccccc21 (configuration not stated)	-2
COc1ccc(C2C(C(=O)Nc3ccccc3)C(C)=Nc3nc(-c4ccccc4Cl)nn32)cc1OC (configuration not stated)	-1
CCCN1C(=O)C(NC(=O)c2ccccc2OC)(C(F)(F)F)C(C(=O)OC)=C1C (configuration not stated)	-7
C=C(C)COc1ccc(NC(=O)c2cccs2)cc1	-1
Cc1ccc(NC(=O)CCC(=O)c2ccccc2)cc1	3
c1coc(-c2nc3ccccn3c2Nc2ccc3c(c2)OCCO3)c1	-4
CNC(=O)C(Cc1ccc2c(c1)OCO2)=NC(=O)c1ccccc1OC	13
CCOC(=O)C(=O)Nc1ccc(S(=O)(=O)NC(C)CC)cc1 (configuration not stated)	4
CCN1CCc2sc(C#N)c(N)c2C1	-30
COc1ccc(C[C@H]2C(=O)N[C@@H](C)C(=O)N2C)cc1	9
O=C(CCCOc1ccccc1)N1CCCC1	-8
COc1ccc(/C=C/C(=O)N2CCC3(CC2)CC3C(=O)N(C)Cc2nonc2C)cc1 (configuration not stated)	-7
O=C(Nc1sc2c(c1C(=O)N1CCCCC1)CCCC2)c1ccccc1Cl	2
Cc1ccc2[nH]c3c(=O)n(N)c(C)nc3c2c1	-4
COc1ccccc1CNC(=O)CCc1c(C)nn(-c2ccc(N3CCCCC3)nn2)c1C	-1
CC1CCN(C(=O)N2c3ccccc3Sc3ccccc32)CC1	0
Cc1cccc(Cn2c(SCc3ccc(C(=O)NC4CCCCC4)cc3)nc3cccnc32)c1	3

Overlap with the part before: 2 compounds, followed by the next part.
SMILES	ROC1-CUL1 inh
CC1CCN(C(=O)N2c3ccccc3Sc3ccccc32)CC1	0
Cc1cccc(Cn2c(SCc3ccc(C(=O)NC4CCCCC4)cc3)nc3cccnc32)c1	3
COc1cccc(CNC(=O)C2Cc3cc(S(=O)(=O)N4CCCCCC4)ccc3N2C(C)=O)c1 (configuration not stated)	-1
CCn1nc(C)c(CCNC(=O)Cn2ncc(N(C)C)cc2=O)c1C	4
COc1cc(C(=O)Nc2cc(Cl)ccc2C(=O)O)ccc1OC(C)=O	-9
CC1=CC(C)(C(Cl)Cl)C(C)=CC1=O (configuration not stated)	6
COc1ccc(C(=O)Nc2ccc(CN3CCOCC3)cc2)cc1Br	-3
CCC(=O)NCc1ccc(Cl)c(Cl)c1	-3
Cc1cccc(-n2ncc(C(=O)NCc3ccc4c(c3)OCO4)c2C2CCN(C(=O)OC(C)(C)C)CC2)c1	-13
CCc1nc(N=Nc2c(O)[nH]c3ccccc23)c2c3c(sc2n1)CCC3	4
O=C(NNC(=S)NC1CCCCC1)c1cccs1	-7
COc1ccc(OCc2nnc(SCC(=O)Nc3c(C)cccc3C)n2C)cc1	5
CN1C(=O)C2C(=NC3=C(C(=O)c4ccccc43)C2c2cc(Br)ccc2F)N(C)C1=O (configuration not stated)	9
CC(C)(C)C1CCc2oc3ccc(NS(=O)(=O)c4ccc(C(=O)O)cc4)cc3c2C1 (configuration not stated)	4
Cc1ccc2c(c1)CN(CC(=O)NC1CCCC1)CC(c1ccsc1)O2 (configuration not stated)	5
O=C(N/N=C(/C=C/c1ccccc1)c1ccccc1)c1ccccc1	1
CCOC(=O)c1c(NC(=O)c2ccc([N+](=O)[O-])cc2[N+](=O)[O-])sc2c1CCC2	2
O=C(NCc1cccs1)c1ccc(CSc2nc3cccnc3n2Cc2ccc(F)cc2)cc1	5
COc1ccc(-n2c(=O)c3c4c(sc3n(Cc3ccc(F)cc3)c2=O)CCCC4)c(OC)c1	-1
CCN(CC)CCOc1ccc2c(c1)Cc1cc(OCCN(CC)CC)ccc1-2	7
CC1C(=NC(=O)CN(c2cccc([N+](=O)[O-])c2)S(=O)(=O)c2ccccc2)C(=O)N(c2ccccc2)N1C (configuration not stated)	1
CC(=O)N=c1sc2c(n1C)-c1ccccc1CC2	-6
CCOc1ccccc1NC(=S)NC(=O)c1ccc(F)cc1	3
CCC(C)c1ccc(NC(=O)CSc2nnc(Cc3ccccc3)n2C)cc1 (configuration not stated)	5
O=C(C1CCN(S(=O)(=O)c2cc(Cl)ccc2Cl)CC1)N1CCCC1	-7
CC(C)(C)c1ccc(C(=O)Nc2cccc(C#N)c2)cc1Br	-2
CCc1cccc(C)c1NC(=O)CSc1nc2ccc(NC(=O)CSc3nc4ccc(N)cc4s3)cc2s1	0
Cc1ccc(-n2cc3c(-c4cccc(Br)c4)nnc(C)c3n2)cc1	5
COc1ccc(NC(=O)c2sc3nc(C(F)(F)F)c4c(c3c2N)CCCC4)cc1OC	5
CCOc1ccc(-c2cc(-c3nc(-c4ccc(OC)c(OC)c4)no3)[nH]n2)cc1	0
Cc1ccc(C)c(NC(=O)CC2NCCNC2=O)c1 (configuration not stated)	7&3
O=C1N(Cc2ccco2)C(c2ccc3c(c2)OCO3)C1(F)F (configuration not stated)	-6
CCc1ccc(-n2nnc(C(=O)Nc3ccc(C)cc3)c2C)cc1	2
CCOc1ccc(C(=O)NCC(c2ccco2)S(=O)(=O)c2cccs2)cc1 (configuration not stated)	-4
Cn1c(=O)c2ncn(CC(=O)Nc3ccc(C(=O)NC4CCCCC4)cc3)c2n(C)c1=O	-5
COc1ccc(CNC(=O)c2ccc(NC(=O)N3CCCCc4ccccc43)cc2)cc1	4
CCOc1ccc(NC(=O)CSc2nc3c(oc4ccccc43)c(=O)n2-c2cc(C)cc(C)c2)cc1	2
CCC(COC)NC(=O)c1sc2ncnc(N3CCCCCCC3)c2c1C (configuration not stated)	5
CC(=O)n1c(SCc2ccccc2)nnc1-c1ccccc1	6
COC(=O)c1ccc(Nc2nnc(C)c(=O)[nH]2)cc1	3
CC1CCN(C(=O)c2c(Cl)ccc(Cl)c2Cl)CC1	2
O=C(Nc1ccccc1C(F)(F)F)c1cc(-n2cnnc2)ccc1Cl	-2

Shown as a hit in ROC1-CUL1 inh, among the entries above:
SMILES	ROC1-CUL1 inh
Cc1ccc2nc(/C(C#N)=C/c3coc4ccccc4c3=O)[nH]c2c1	26*

(further entries)
SMILES	ROC1-CUL1 inh
CC1=NN(c2cccc(S(N)(=O)=O)c2)C(=O)C1	21
Cc1ccc(S(=O)(=O)NCCc2nnc3ccc(SCc4ccccc4C)nn23)cc1	-1
O=C1N(c2ccccc2)C(c2ccc(Br)cc2)C1(F)F (configuration not stated)	-4
CC(=O)c1nn(-c2cccc(Br)c2)cc1C(=O)c1ccc(Cl)cc1	2
Cc1ccccc1-c1nnc(NC(=O)C23CC4CC(CC(C4)C2)C3)s1	-6
CN1C(=O)c2ccc(N3C(=O)c4ccc([N+](=O)[O-])cc4C3=O)cc2C1=O	-1
Nc1ccc(Br)cc1S	-3

Structural class: the entries above containing a thiophene ring, fused or not
SMILES	ROC1-CUL1 inh
CCNC(=O)c1cn(CCc2ccccc2)cc(C(=O)N(C)Cc2cccs2)c1=O	0
COc1cccc(-c2ccc3c(N)c(C(=O)NCc4cccc(C(F)(F)F)c4)sc3n2)c1	3
O=C(c1cccs1)c1cn(CCOc2ccccc2F)c2ccccc12	5
Cc1ccccc1-n1nc(CO)c(C(=O)NCc2cccs2)n1	1
COC(=O)c1c(-c2ccc3ccccc3c2)csc1NC(=O)c1cccs1	14
CCOC(=O)CCN(Cc1ccccc1)S(=O)(=O)c1csc(C(N)=O)c1	0
CCc1ccc2c(c1)[C@H]1OCC[C@H]1[C@@H](c1cccs1)N2	-2
C=C(C)COc1ccc(NC(=O)c2cccs2)cc1	-1
CCN1CCc2sc(C#N)c(N)c2C1	-30
O=C(Nc1sc2c(c1C(=O)N1CCCCC1)CCCC2)c1ccccc1Cl	2
CCc1nc(N=Nc2c(O)[nH]c3ccccc23)c2c3c(sc2n1)CCC3	4
O=C(NNC(=S)NC1CCCCC1)c1cccs1	-7
Cc1ccc2c(c1)CN(CC(=O)NC1CCCC1)CC(c1ccsc1)O2 (configuration not stated)	5
CCOC(=O)c1c(NC(=O)c2ccc([N+](=O)[O-])cc2[N+](=O)[O-])sc2c1CCC2	2
O=C(NCc1cccs1)c1ccc(CSc2nc3cccnc3n2Cc2ccc(F)cc2)cc1	5
COc1ccc(-n2c(=O)c3c4c(sc3n(Cc3ccc(F)cc3)c2=O)CCCC4)c(OC)c1	-1
COc1ccc(NC(=O)c2sc3nc(C(F)(F)F)c4c(c3c2N)CCCC4)cc1OC	5
CCOc1ccc(C(=O)NCC(c2ccco2)S(=O)(=O)c2cccs2)cc1 (configuration not stated)	-4
CCC(COC)NC(=O)c1sc2ncnc(N3CCCCCCC3)c2c1C (configuration not stated)	5

These rows are one share of the data; rates above refer to the full screens.
